TrxR1 inh – inhibitors of rat thioredoxin reductase 1 | recombinant rTrxR1, NADPH fluorescence consumption, selenite substrate | Potency, µM (doses to about 114 µM), for the others: top-dose activity change, negative = inhibition, most hits filed as inhibitors | 1% of 390,000 active | AID 588453; also: % is scaled to controls: 0 for no effect and ±100 for the full control effect; nearly all actives have a fitted effect of over 65% in size
Target sequence (O89049 whole entry, looked up): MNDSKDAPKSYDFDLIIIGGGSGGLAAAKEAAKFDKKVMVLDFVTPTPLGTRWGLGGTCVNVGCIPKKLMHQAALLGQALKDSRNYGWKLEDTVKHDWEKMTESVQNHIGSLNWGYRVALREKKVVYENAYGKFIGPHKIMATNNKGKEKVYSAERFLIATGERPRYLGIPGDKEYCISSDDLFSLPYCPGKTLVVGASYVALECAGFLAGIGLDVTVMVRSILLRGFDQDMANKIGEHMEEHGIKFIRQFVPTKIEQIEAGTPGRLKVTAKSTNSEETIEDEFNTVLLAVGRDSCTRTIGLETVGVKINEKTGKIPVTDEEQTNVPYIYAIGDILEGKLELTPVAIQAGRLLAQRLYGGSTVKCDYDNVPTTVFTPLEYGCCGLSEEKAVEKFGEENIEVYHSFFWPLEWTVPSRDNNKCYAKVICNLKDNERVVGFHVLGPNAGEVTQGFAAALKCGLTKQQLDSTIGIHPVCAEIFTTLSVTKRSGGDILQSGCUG
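Rat TrxR1 (90 nM in the dispensed reagent) was pre-reduced with 400 uM NADPH for 5 min at room temperature, then incubated with compound for 15 min. After 400 uM selenite was added, NADPH fluorescence (Ex 340/Em 450 nm) was followed for 8 min.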
RGS4 inhibitor – human RGS4 inhibition | P49798 | Transcreener GDP fluorescence polarization, RGS4-accelerated GTP hydrolysis | Potency, µM (top dose mostly 114 µM), for inactives: at the highest dose activity change, negative = inhibition, usual class: inhibitors | 0.039% of 390,000 active | AID 504845; also: % is scaled to controls: 0 for no effect and ±100 for the full control effect; nearly all actives have a fitted effect of over 75% in size; some results filed as inactive show a strong effect at the top dose
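MLSMR compounds (23 nl, pin-transferred) preincubated 10 min at room temperature with a 500nM (2x) first reagent, then RGS4 at 900nM (2x) plus Transcreener GDP mix added; fluorescence polarization (620/688 nm) read before and after 90 min at 30 °C.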
RXFP1 ag – activates the human relaxin receptor RXFP1; AID 2676; 0.3% of 370,000 active; Potency, µM (titrated, usually from 57.5 µM), for the others: at the highest dose activation, actives largely listed as activators; Q9HBX9; HEK293T-RXFP1 cAMP TR-FRET, 30 min; response scale: percent of porcine relaxin response, buffer zero; also: % is scaled to controls: 0 for no effect and ±100 for the full control effect; nearly all actives have a fitted effect of over 60% in size; many of its hits are not listed in these tables
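Agonist response is measured as cAMP accumulation in an RXFP1-transfected HEK293T line under PDE4 inhibition. Values are scaled between buffer-only and 29 nM porcine relaxin, and EC50s come from standard Hill equation fits.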
Vif-A3G inh – blocks the Vif interaction with human APOBEC3G; Q9HC16; HeLa A3G-eYFP + Vif (tagged APOBEC3G with the HIV-1 protein that degrades it), YFP fluorescence, overnight; Potency, µM (doses to about 46.1 µM), inactives show at the highest dose activity, negative = active, usual class: inhibitors; 0.076% of 410,000 active; AID 602310;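 also: % is scaled to controls: 0 for no effect and ±100 for the full control effect; nearly all actives have a fitted effect of over 60% in size; hits raise eYFP signal because A3G escapes Vif-driven loss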
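Read-out is eYFP fluorescence (Ex 488/Em 500-530) from Vif-expressing HeLa A3G-eYFP cells; more signal means A3G escaped Vif-mediated degradation. Cells plated overnight, compound pinned in, incubated overnight at 37 deg C.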
TrxR1 substrate – is turned over as a substrate by rat TrxR1; O89049; purified TrxR1 substrate turnover, NADPH consumption readout; Potency, µM (series often up to 114 µM), for the others: at the highest dose activity change, negative = substrate turnover; 0.01% of 390,000 active; also: % is scaled to controls: 0 for no effect and ±100 for the full control effect; nearly all actives have a fitted effect of over 50% in size
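Rat TrxR1, dispensed at 90 nM, was prereduced with 400 uM NADPH (final) for 5 min at ~22 deg C, then incubated with compound 15 min before 400 uM selenite. A first-read NADPH fluorescence drop versus no-compound background flagged substrates.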
Vif-APOBEC3F blk – Vif-A3F binding inhibition. HeLa A3F-eYFP + Vif (tagged APOBEC3F with the HIV-1 protein that degrades it), YFP fluorescence increase. Potency, µM (top dose mostly 46.1 µM), for inactives: at the highest dose activity, negative = active. 0.2% of 390,000 active. AID 602313; also: % of control where 0% means no effect; nearly all actives have a fitted effect of over 65% in size
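HeLa cells stably expressing A3F-eYFP plus Vif, plated and incubated overnight at 37 deg C, then exposed to compounds overnight at 37 deg C. Blocked degradation read as raised yellow fluorescence (Ex 488/Em 500-530).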
ALOX12 inh – inhibitors of human 12S-lipoxygenase ALOX12; Potency, µM (titrated, usually from 108 µM), for the others: top-dose activity change, negative = inhibition, usual class: inhibitors; purified 12hLO, xylenol orange hydroperoxide absorbance; AID 1671190; P18054; 1.1% of 580,000 active; also: % is scaled to controls: 0 for no effect and ±100 for the full control effect
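Hydroperoxide product was detected by ferrous iron/xylenol orange as the 573 to 405 nm absorbance ratio. Arachidonic acid at 40 uM (final) was turned over for 30 min at room temperature by 150 nM human 12hLO, pH 7.0 Hepes buffer, after 15 min compound preincubation.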
mIDH1 inhibitor – human IDH1 R132H inhibition; O75874; IDH1-R132H enzyme, NADPH consumption, diaphorase/resazurin fluorescence; Potency, µM (doses to about 76.6 µM), inactives show at the highest dose activity change, negative = inhibition, hits mostly inhibitors; 0.093% of 390,000 active; also: % is scaled to controls: 0 for no effect and ±100 for the full control effect; nearly all actives have a fitted effect of over 65% in size
Target sequence (O75874 whole entry R132H, stated change not applied): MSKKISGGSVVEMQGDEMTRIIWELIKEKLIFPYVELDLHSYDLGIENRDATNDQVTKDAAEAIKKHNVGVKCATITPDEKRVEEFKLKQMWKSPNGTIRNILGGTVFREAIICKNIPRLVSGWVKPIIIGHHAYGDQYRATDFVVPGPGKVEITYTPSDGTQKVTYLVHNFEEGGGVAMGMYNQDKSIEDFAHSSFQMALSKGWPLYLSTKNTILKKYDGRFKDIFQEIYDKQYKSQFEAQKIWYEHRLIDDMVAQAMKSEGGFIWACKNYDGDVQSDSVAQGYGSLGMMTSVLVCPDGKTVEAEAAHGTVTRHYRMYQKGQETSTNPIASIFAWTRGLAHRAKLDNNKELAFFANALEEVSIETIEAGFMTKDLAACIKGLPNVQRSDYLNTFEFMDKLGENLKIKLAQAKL
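IDH1-R132H (0.5 ug/mL dispensed) in pH 7.5 Tris buffer was preincubated 30 min with compound, then given a substrate mix of 0.016 mM NADPH and 2 mM alpha-KG for 80 min at room temperature; remaining NADPH was read by diaphorase/resazurin fluorescence.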
USP1 inh – blocks the human USP1/UAF1 deubiquitinase complex; O94782; recombinant USP1/UAF1, Ub-Rhodamine cleavage fluorescence; Potency, µM (doses to about 57.1 µM), without a hit: at the highest dose activity change, negative = inhibition, most hits filed as inhibitors; 0.23% of 390,000 active; also: % is scaled to controls: 0 for no effect and ±100 for the full control effect; nearly all actives have a fitted effect of over 60% in size; inactives centre near -12
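In this screen, compounds sit with the deubiquitinase complex (1nM) for 15 min at room temperature before Ub-Rho is added at 150nM final. Fluorescence rise is then followed for 6 reads every 60 seconds.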
* marks the source's active call; other numbers are inactive results; ? = inconclusive; . = no result given; & = joins results of further samples; [ ] = dose if it differs, or a comment. Calls follow the shape of the dose curve; as a rule, active = well fitted curve in the direction sought with a large enough effect; inconclusive = small, poorly fitted or top-dose-only effect, or another doubt; inactive = no such curve, though single readings can be large; an effect the other way counts as inactive or inconclusive. Potency is read from the fitted curve at half-maximal effect. Not all compounds are listed; rates above refer to the full screens.

TrxR1 inh	RGS4 inhibitor	RXFP1 ag	SMILES	Vif-A3G inh	TrxR1 substrate	Vif-APOBEC3F blk	ALOX12 inh	mIDH1 inhibitor	USP1 inh
5%	0%	-0.7%	O=C(Nc1cccc(-c2nc3ccccc3o2)c1)C(F)(F)F	?	2%	1%	?	-8%	-22%
1%	?	1.1%	Cc1cc(C)c2c(=O)n(CC(=O)Nc3ccc(Cl)cc3)sc2n1	-3%	-4%	-6%	1.3µM*	-8%	-12%
16%	2%	.	O=C(Nc1ccncc1)C1CC(=O)N(c2ccccc2)C1 (configuration not stated)	2%	1%	-17%	-1%	-5%	-15%
16%[57.1 µM]	19%[11.4 µM]	0.0%	Cn1c(O)c(C(C#N)=C2N=c3ccccc3=N2)c2ccccc21	-1%	9%[57.1 µM]	1%	-18%	-3%	-23%
6%[57.1 µM]	-29%	-1.5%	Cc1ccc(S(=O)(=O)NCCC(=O)OCC(=O)Nc2cccc(S(=O)(=O)NC3=NCCCCC3)c2)cc1	-1%	-6%[57.1 µM]	4%	-9%	5%	-14%
15%[57.1 µM]	-12%	8.8%	C=C1[C@@H](OC(C)=O)CC[C@]2(C)[C@@H]1C[C@@H]1C[C@H](OC(C)=O)C(C)=C([C@@H](OC(C)=O)[C@@H]2OC(C)=O)C1(C)C	0%	-11%	2%	9%	10%	-22%
12%	-1%	3.0%	COCCn1c(=NC(=O)c2ccc(S(=O)(=O)N3CCCc4ccccc43)cc2)sc2cc(S(C)(=O)=O)ccc21	-5%	-2%	-11%	-12%	3%	-16%
.	.	.	N#CCC(=O)Nc1ccc(C(=O)OCC(=O)Nc2cccc3ccccc23)cc1	-3%	.	-5%	11%	-6%	1%
-9%	-22%	1.0%	CN1CCN(Cc2nc3ccccc3c(=O)n2Cc2nc(-c3ccccc3F)cs2)CC1	-6%	-12%	-6%	-9%	1%	-8%
6%	7%	1.8%	Cn1nc([N+](=O)[O-])nc1Oc1ccc2ccccc2c1	3%	-2%	-15%	25%	-3%	-4%
20%[57.1 µM]	-5%	2.1%	O=C(CSc1nc2c([nH]c3ccccc32)c(=O)n1-c1cccc(Cl)c1)c1ccccc1	-3%	3%[57.1 µM]	?	0%	-2%	-25%
24%	5%	-0.4%	Cc1cc(C)c(S(=O)(=O)NCc2cccnc2)cc1C	0%	-2%	-5%	12%	7%	-9%
-27%	-27%[11.4 µM]	-3.0%	CC#CCCC(=O)N1C=Cc2ccccc2C1C#N (configuration not stated)	0%	-15%	7%	0%	9%	-17%
-9%[57.1 µM]	-1%	6.4%	C(=N\Nc1ccc2nncn2n1)/c1ccccn1	4%	-9%[57.1 µM]	1%	17%	5%	6%
-16%[57.1 µM]	15%	0.9%	COc1ccc(C(=O)OCCCc2cc3ccccc3c(=O)o2)cc1	0%	-2%[57.1 µM]	0%	-5%	4%	7%
50µM*	-32%	1.1%	COc1ccc(S(=O)(=O)Cc2ccc(C(=O)N3CCc4ccccc4C3)o2)cc1	0%	6%	-14%	?	11%	?
?	?	1.6%	COc1cccc(C2C3CN(C)CC=C3C(C#N)=C(N)C2(C#N)C#N)c1OC (configuration not stated)	-9%	17%	-29%	-39%	-17%	?
21%	18%	-0.3%	Cc1ccccc1NC(=S)N1CCC(C(=O)c2ccc(F)cc2)CC1	3%	9%	1%	-17%	-5%	-8%
12%	-33%	0.0%	O=C(CSc1ncn(-c2ccccc2)n1)c1cccs1	0%	4%	.	?	4%	-9%
26%[57.1 µM]	-19%	1.2%	COc1cc(NS(=O)(=O)c2ccc3ccccc3c2)c2ncccc2c1	-9%	-9%	-2%	8%	12%	-15%
29%	-1%	?	CCN(Cc1cnn(C)c1)C(=O)c1cc(COc2ccc3c(c2)CCCC3)on1	0%	0%	8%	1%	-1%	-26%
28%	-53%	-1.8%	CCC(=O)N1c2ccc(S(=O)(=O)CCC(=O)NCc3ccc(OC)cc3)cc2CC1C (configuration not stated)	-11%	-5%	-7%	?	-10%	-8%
4%	12%	0.7%	Cc1ccc(S(=O)(=O)N(C)C)cc1NC(=O)COC(=O)C1=COCCO1	0%	-2%	-3%	27%&-16%	-4%	-10%
7%	-1%	3.2%	Cc1ccc(C)c(N2CCN(C(=O)c3ccc(Nc4nc5ccccc5n5nnnc45)cc3)CC2)c1	3%	-3%	-6%	-5%	-9%	5%

Reformatted as tab-separated lines: entries from further up.
smiles	TrxR1 inh	RGS4 inhibitor	RXFP1 ag	Vif-A3G inh	TrxR1 substrate	Vif-APOBEC3F blk	ALOX12 inh	mIDH1 inhibitor	USP1 inh
COc1cccc(C2C3CN(C)CC=C3C(C#N)=C(N)C2(C#N)C#N)c1OC (configuration not stated)	?	?	1.6%	-9%	17%	-29%	-39%	-17%	?
Cc1ccccc1NC(=S)N1CCC(C(=O)c2ccc(F)cc2)CC1	21%	18%	-0.3%	3%	9%	1%	-17%	-5%	-8%
O=C(CSc1ncn(-c2ccccc2)n1)c1cccs1	12%	-33%	0.0%	0%	4%	.	?	4%	-9%
COc1cc(NS(=O)(=O)c2ccc3ccccc3c2)c2ncccc2c1	26%[57.1 µM]	-19%	1.2%	-9%	-9%	-2%	8%	12%	-15%
CCN(Cc1cnn(C)c1)C(=O)c1cc(COc2ccc3c(c2)CCCC3)on1	29%	-1%	?	0%	0%	8%	1%	-1%	-26%
CCC(=O)N1c2ccc(S(=O)(=O)CCC(=O)NCc3ccc(OC)cc3)cc2CC1C (configuration not stated)	28%	-53%	-1.8%	-11%	-5%	-7%	?	-10%	-8%
Cc1ccc(S(=O)(=O)N(C)C)cc1NC(=O)COC(=O)C1=COCCO1	4%	12%	0.7%	0%	-2%	-3%	27%&-16%	-4%	-10%
Cc1ccc(C)c(N2CCN(C(=O)c3ccc(Nc4nc5ccccc5n5nnnc45)cc3)CC2)c1	7%	-1%	3.2%	3%	-3%	-6%	-5%	-9%	5%

(listing goes on)
TrxR1 inh	RGS4 inhibitor	RXFP1 ag	SMILES	Vif-A3G inh	TrxR1 substrate	Vif-APOBEC3F blk	ALOX12 inh	mIDH1 inhibitor	USP1 inh
11%[57.1 µM]	-1%	0.9%	CCOC(=O)CCNC(=O)CCNC(=O)C(c1ccccc1)c1ccccc1	0%	9%[57.1 µM]	?	58%[activator]	-2%	-21%
30%	-20%	1.0%	CC1(c2ccccc2)NC(=O)N(CC(=O)NNC(=O)c2cccc(Cl)c2)C1=O (configuration not stated)	2%	9%	6%	104%[activator]	4%	-20%
14%[57.1 µM]	-17%	2.8%	COc1cccc(-n2c(O)c(C=NCc3ccccn3)c3ccccc3c2=O)c1	3%	-19%[57.1 µM]	9%	185%[activator]	3%	-14%
13%	15%	3.0%	CC(NC(=O)/C=C/c1ccc(Br)cc1)c1ccc(Cl)cc1 (configuration not stated)	-4%	6%	0%	-3%	-3%	-7%
8%	13%	2.1%	CCCCC(O)(CCCC)C(=O)NN(C(=O)OC)c1ccccc1	-1%	3%[57.1 µM]	13%	2%	11%	-8%
-8%	-26%	.	Cc1c(C=C(C#N)c2ccc([N+](=O)[O-])cc2)c(=O)n(-c2ccccc2)n1C	1%	-8%	10%	-19%	3%	-9%
?	-25%	?	CCCOc1ccc(C2C(C(=O)c3ccc(C)o3)=C(O)C(=O)N2Cc2ccco2)cc1OCC (configuration not stated)	0%	-16%	-4%	?	52µM*	-12%
11%[57.1 µM]	10%	-1.0%	O=C(Cc1ccc(NC2=NC3CS(=O)(=O)CC3S2)cc1)NCc1ccc(Cl)cc1 (configuration not stated)	-1%	1%[57.1 µM]	-6%	26%	3%	-21%
12%[11.4 µM]	?	-2.2%	CCOc1ccc(CC2c3cc(OCC)c(OCC)cc3CCN2C(=O)CN2CCN(C)CC2)cc1OCC (configuration not stated)	-2%	4%[11.4 µM]	5%	-2%	5%	-5%
9%	-6%	-0.5%	Cc1cc(C)cc(-n2c(SCC(N)=O)nc3c(oc4ccccc43)c2=O)c1	-10%	0%	9%	?	0%	-30%
3%	20%	10%	CCc1nn(C(C)C(=O)NCc2ccc(Cl)cc2)c(=O)c2cc3occc3n12 (configuration not stated)	-5%	-2%	-3%	-1%	-9%	-20%
13%	-19%[56.9 µM]	4.4%	O=C(Nc1cccc(Cl)c1N1CCOCC1)c1ccc2c(c1)OCCO2	-4%	-2%	0%	7%	7%	-15%
-11%	-17%	2.5%	O=[N+]([O-])c1cc([N+](=O)[O-])c(Oc2cc(F)ccc2F)cc1NN1CCCCC1	-3%	-6%	-5%	0%	9%	-21%
8%[57.1 µM]	-13%	0.4%	CCc1nnc(NC(=O)C2CCCN2C(=O)Nc2ccccc2)s1 (configuration not stated)	2%	5%[57.1 µM]	7%	2%	2%	?

Compound activity as filed in PubChem.
